# TLR4 MyD88 comp: inhibitors of TLR4-MyD88 association in cells, primary screen, cell-based, HeLa CL3-4, BLA complementation, FRET ratio; inhibition, % at 8.4 µM; HeLa CL3-4 TLR4/MyD88 BLA complementation; 200,000 tested, 0.18% active; Toll-like receptor 4 (Homo sapiens) + Myeloid differentiation primary response protein …; in the data active means inhibition above about 25%;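 further: 0% = vehicle and 100% = reference inhibitor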
# Target sequence (O00206 whole entry, looked up): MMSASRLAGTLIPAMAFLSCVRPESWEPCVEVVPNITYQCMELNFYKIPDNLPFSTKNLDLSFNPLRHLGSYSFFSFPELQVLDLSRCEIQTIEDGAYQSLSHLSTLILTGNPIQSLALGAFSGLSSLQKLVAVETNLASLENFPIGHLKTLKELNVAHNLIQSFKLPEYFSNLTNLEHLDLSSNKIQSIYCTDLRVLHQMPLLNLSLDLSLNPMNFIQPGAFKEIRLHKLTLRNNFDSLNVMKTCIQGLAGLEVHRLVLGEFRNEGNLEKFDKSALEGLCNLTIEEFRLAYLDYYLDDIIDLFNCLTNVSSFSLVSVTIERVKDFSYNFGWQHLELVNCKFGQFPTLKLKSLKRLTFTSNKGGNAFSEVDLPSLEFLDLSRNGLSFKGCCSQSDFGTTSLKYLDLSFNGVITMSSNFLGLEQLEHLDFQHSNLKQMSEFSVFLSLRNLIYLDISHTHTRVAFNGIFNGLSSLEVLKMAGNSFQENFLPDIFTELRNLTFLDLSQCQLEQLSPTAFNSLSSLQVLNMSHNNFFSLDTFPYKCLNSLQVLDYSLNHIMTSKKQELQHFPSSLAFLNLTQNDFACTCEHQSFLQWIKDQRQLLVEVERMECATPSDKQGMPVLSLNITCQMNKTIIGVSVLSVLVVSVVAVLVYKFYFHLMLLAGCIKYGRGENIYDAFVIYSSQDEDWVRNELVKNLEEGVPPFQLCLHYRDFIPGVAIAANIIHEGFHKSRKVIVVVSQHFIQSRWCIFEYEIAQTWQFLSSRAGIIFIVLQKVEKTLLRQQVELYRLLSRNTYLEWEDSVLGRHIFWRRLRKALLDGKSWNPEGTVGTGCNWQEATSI
# Target sequence (Q99836 whole entry, looked up): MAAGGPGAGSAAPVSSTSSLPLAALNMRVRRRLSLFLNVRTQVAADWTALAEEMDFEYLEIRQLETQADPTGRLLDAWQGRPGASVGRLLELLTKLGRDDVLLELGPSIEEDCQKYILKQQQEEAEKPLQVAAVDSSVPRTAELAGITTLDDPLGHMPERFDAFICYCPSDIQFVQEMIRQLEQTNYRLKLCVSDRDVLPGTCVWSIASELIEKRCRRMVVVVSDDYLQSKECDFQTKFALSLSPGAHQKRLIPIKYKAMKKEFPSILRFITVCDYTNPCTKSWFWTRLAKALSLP
# Hsp70 activator: Hsp70 transcriptional activators, primary screen, cell-based, HeLa, Hsp70 promoter luciferase, luminescence, 10 µM | 200,000 tested, 0.04% active | activation, % at 10 µM | AID 1203, 2008 | HeLa Hsp70 promoter luciferase reporter; scaled: vehicle 0, proteasome-inhibitor control 100%;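 active means activation above the mean across all tested compounds plus 3 SD, cutoff set per campaign, cut at about 5.5% in these data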;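 further: 100% = MG132 at 30 µM as the positive control and 0% = DMSO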
# STAT3 act: IL-6 driven STAT3 reporter potentiators, primary screen, U3A cells, luciferase, luminescence, MLSCN library; IL-6 STAT3-luciferase reporter; 100% = signal with IL-6 EC80 alone; activation (% of control), % at 5.6 µM; 190,000 tested, 0.91% active; AID 871, 2007;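 active means activation above the screen-wide mean of compound activation plus 3 SD, cut at about 130% in these data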;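 further: 0% = background luminescence of wells with medium and substrate only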
#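 Assay system – human STAT1-deficient U3A cells with stable STAT3-luciferase reporter · Also added – IL-6 (33 ng/mL) · Schedule – compound 1 h, then IL-6 6 h at 37 °C · Technique – reporter luminescence signal · Evaluation – % activation versus median of IL-6-stimulated wells · Benchmarks – IL-6-only wells as 100% reference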
# Diaph inh CS: diaphorase inhibitors and chemical oxidizers, primary screen, counter-screen for diaphorase-coupled primary assays, biochemical, uHTS, resorufin fluorescence. inhibition, % at 20 µM. 190,000 tested, 0.69% active. AID 1217, 2008. diaphorase resazurin-to-resorufin fluorescence, NADH, 16 min; bacterial (C. kluyveri) enzyme, not human;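 active means primary screen inhibition at 20 µM above a set limit, cut at about 50% in these data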;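 further: plate controls were DMSO with full reaction for no effect and wells lacking NADH for full effect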
#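 System: Bacterial diaphorase enzyme (C. kluyveri) | Incubation: 16-min room-temperature incubation before reading | Benchmarks: No-NADH positive control and DMSO neutral control | Measured by: Resorufin fluorescence 544/590 nm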
# APP transl inh: inhibitors of APP translation via 5'UTR reporter, primary screen, APP 5'UTR luciferase, SH-SY5Y cells | 190,000 tested, 0.82% active | SH-SY5Y APP 5'UTR-luciferase reporter, luminescence | AID 1285, 2008 | inhibition, % at 2 µM;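 active means inhibition above a set limit, derived from the sample mean plus 3 SD, cut at about 45% in these data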; further: values of inactives mirror those of a sister screen read the other way
# Diaphorase act: compounds boosting diaphorase resazurin reduction – biochemical, uHTS, resorufin fluorescence, counter-screen for diaphorase-coupled primary assays, primary screen; activation factor at 20 µM; AID 1229, 2008; 190,000 tested, 0.005% active; Diaphorase/resazurin coupled assay, 16 min; stronger effect = higher value; 1 = vehicle wells, 0 = NADH-free wells;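 active means diaphorase activity raised at least twofold by the compound at 20 µM; inactive means activation factor below 2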
#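 Material: purified diaphorase enzyme from Clostridium kluyveri; Also added: 0.114 mM NADH and 0.1 mM resazurin, final amounts; Doses: single compound dose of 20 µM, 1% DMSO final; Times: 16 min enzyme reaction, ambient temperature; Detection: resorufin fluorescence, excitation 544 nm, emission 590 nm; Measure: increased resorufin signal from activators or reducing compounds.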
# STAT1 activator: STAT1 signaling activators, primary screen, cell-based, HTS, luciferase reporter | NIH 3T3 STAT1-luciferase reporter, IFN-gamma, luminescence; 100% = IFN-gamma alone, no compound | activation (% of control), % at 5.5 µM | 200,000 tested, 2.6% active;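 active means activation above the screen-wide mean activation plus 3 SD, cut at about 130% in these data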;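 further: raw ratio to IFN-gamma control signal so 100% means no change and 0% no light; values of inactives mirror those of a sister screen read the other way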
# G6PDH CS: L. mesenteroides G6PDH inhibitors, counter-screen for G6PDH-coupled screening assays, biochemical, Leuconostoc mesenteroides enzyme | glucose-6-phosphate dehydrogenase [Leuconostoc mesenteroides] | Purified L. mesenteroides G6PDH, diaphorase/resazurin coupled fluorescence, 45 min | inhibition, % at 5 µM | 200,000 tested, 0.12% active | AID 1020, 2008; in the data active means inhibition above about 50%
# STAT3 blocker: IL-6 driven STAT3 reporter inhibitors, primary screen, U3A cells, luciferase, luminescence, MLSCN library. AID 862, 2007. inhibition, % at 5.5 µM. IL-6 STAT3-luciferase reporter; host cell line lacks STAT1. 190,000 tested, 0.89% active;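 active means inhibition above the mean inhibition across all screened compounds plus 3 SD, cut at about 44% in these data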;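 further: 0% = DMSO only wells and 100% = 100 µM nifuroxazide control wells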
# STAT1 blocker: STAT1 signaling inhibitors, primary screen, cell-based, HTS, luciferase reporter; AID 920, 2007; inhibition, % at 5.5 µM; 200,000 tested, 0.35% active; NIH 3T3 STAT1-luciferase reporter, IFN-gamma, luminescence;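 active means inhibition above a set limit, the mean inhibition across all tested compounds plus 3 SD, cut at about 34% in these data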;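 further: 0% = IFN-gamma with DMSO and 100% = IFN-gamma with 300 µM nifuroxazide; values of inactives mirror those of a sister screen read the other way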
# An asterisk follows results filed as active.
SMILES,TLR4 MyD88 comp,Hsp70 activator,STAT3 act,Diaph inh CS,APP transl inh,Diaphorase act,STAT1 activator,G6PDH CS,STAT3 blocker,STAT1 blocker
COc1ccccc1CC(=O)Nc1cccc(F)c1,-4.8,-0.2,85.0,19.6,-7.0,0.8,91.6,7.8,26.6,8.5
CCn1c(C)[n+](Cc2ccccc2)c2ccc(C(=O)OC)cc21,-0.5,-0.2,81.2,12.8,-9.4,0.9,94.9,12.3,30.5,4.8
CC(N=C1CC(C)(C)CC(=O)/C1=C(/O)CCCN1C(=O)c2ccccc2C1=O)C(=O)O (centres undefined),-15.1,-0.2,102.5,2.1,-5.0,1,107.5,5.4,7.8,-10.1
CCOc1nc(-c2ccc(C)cc2)ccc1-c1noc(-c2cccnc2)n1,-9.7,-0.2,100.6,8.9,-5.7,0.9,99.0,2.1,1.5,0.8
COC(=O)c1cc2oc(C)cc2n1CC(=O)N(C)c1ccccc1,6.3,0.1,100.7,10.6,-10.2,0.9,99.8,-11.4,2.4,-0.3
Cn1c(=O)n(C)c2cc(/C=N/NC(=O)c3ccc(Cl)cc3Cl)ccc21,-0.5,0.1,103.2,-6.4,-8.2,1.1,100.4,4.3,0.9,-0.5
COc1ccc(NC(=S)NC(NC(=O)C(C)C)C(Cl)(Cl)Cl)c([N+](=O)[O-])c1 (centres undefined),-5.2,-0.5,94.5,5.9,7.1,0.9,99.2,6.0,14.0,0.9
COc1ccccc1N1N=C(c2cccs2)CC1c1ccccc1 (centres undefined),44.4*,-0.3,101.1,20.9,-3.0,0.8,96.7,-3.6,2.6,3.8
Oc1ccc(-c2nc(-c3ccc(O)c(O)c3)cs2)cc1,0.0,0.3,115.2,63.1*,93.6*,0.4,95.1,25.4,-11.0,6.4
CCCc1ccc(OCCNC(=O)C2CCCCC2)cc1,2.3,-0.1,98.8,-1.5,-14.1,1,100.6,2.6,5.9,-2.1

# 3 compounds already listed, ordered by the number in TLR4 MyD88 comp, ascending:
compound	TLR4 MyD88 comp
CCOc1nc(-c2ccc(C)cc2)ccc1-c1noc(-c2cccnc2)n1	-9.7
COc1ccc(NC(=S)NC(NC(=O)C(C)C)C(Cl)(Cl)Cl)c([N+](=O)[O-])c1 (centres undefined)	-5.2
COc1ccccc1N1N=C(c2cccs2)CC1c1ccccc1 (centres undefined)	44.4*

# Next part
SMILES,TLR4 MyD88 comp,Hsp70 activator,STAT3 act,Diaph inh CS,APP transl inh,Diaphorase act,STAT1 activator,G6PDH CS,STAT3 blocker,STAT1 blocker
Cc1cccc(CN2C(=O)N/C(=C/c3cc(C)n(-c4ccccn4)c3C)C2=O)c1,12.9,-0.4,113.8,13.8,-6.6,0.9,97.3,-9.5,-9.7,2.9
Fc1ccc(NC(=S)NCc2ccccn2)cc1,3.1,-0.3,94.3,3.6,-5.4,1,104.4,9.6,7.5,-4.8
CCOc1ccc(-c2nnc3sc(COc4ccc(Cl)cc4)nn23)cc1,-4.6,-0.4,99.5,3.8,2.5,1,106.3,9.4,4.7,-6.8
COc1ccc(N2CCN(c3ccc(N4C(=O)COCC4=O)cc3[N+](=O)[O-])CC2)cc1,-6.1,-0.5,97.1,7.9,-0.3,0.9,92.3,-17.3,6.3,8.5
Cc1cc2cc(CCNC(=O)c3ccc(S(=O)(=O)N4CCOCC4)cc3)c(=O)[nH]c2cc1C,-2.1,-0.2,95.7,58.4*,-1.0,0.4,102.1,3.3,8.7,-2.3
Cc1ccc(-c2nnc(NCc3ccccc3)c3ccccc23)cc1,-1.9,-0.1,86.0,17.6,-0.5,0.8,95.3,12.7,18.8,5.2
COc1ccc(NC(=S)N(CCCN2CCCCC2)Cc2cccs2)cc1,4.6,-0.3,83.4,0.0,11.2,1,100.6,7.4,17.8,-0.6
CCOC(=O)c1c(C)n(C)c2ccc(OCC(O)Cn3nc(C)c(Br)c3C)cc12 (centres undefined),-7.2,-0.2,102.9,22.2,13.9,0.8,104.1,7.1,-0.8,-4.4
CC(=O)Nc1nnc(SCc2ccccc2F)s1,-0.7,0.4,107.7,4.8,-24.4,1,115.5,-0.4,-9.0,-16.9
O=C(Nc1ccc(O)cc1)c1ccc(C(=O)c2ccccc2)o1,-16.8,-0.3,100.5,13.8,9.1,0.9,94.0,-1.2,2.1,6.5
CCN(CCn1cccn1)C(=O)CC1C(=O)NCCN1Cc1cccc(OC)c1OC (centres undefined),1.4,-0.4,106.1,-11.6,-12.7,1.1,96.3,8.8,-1.0,3.8
Nc1nonc1-c1nc2ccccc2n1Cc1ccc(Cl)cc1,16.0,-0.3,112.5,4.5,-3.6,1,111.3,-0.7,-7.9,-10.7
CCN(CC)c1ccc(-n2c(C)c(C(C)=O)c(C(C)=O)c2C)cc1,6.5,-0.5,80.8,17.6,-20.0,0.8,93.9,5.2,31.4,6.7

# Some of these compounds in order of number of heavy atoms, low to high:
SMILES,TLR4 MyD88 comp,Hsp70 activator,STAT3 act,Diaph inh CS,APP transl inh,Diaphorase act,STAT1 activator,G6PDH CS,STAT3 blocker,STAT1 blocker
Cc1ccc(-c2nnc(NCc3ccccc3)c3ccccc23)cc1,-1.9,-0.1,86.0,17.6,-0.5,0.8,95.3,12.7,18.8,5.2
CCOC(=O)c1c(C)n(C)c2ccc(OCC(O)Cn3nc(C)c(Br)c3C)cc12 (centres undefined),-7.2,-0.2,102.9,22.2,13.9,0.8,104.1,7.1,-0.8,-4.4
Cc1cc2cc(CCNC(=O)c3ccc(S(=O)(=O)N4CCOCC4)cc3)c(=O)[nH]c2cc1C,-2.1,-0.2,95.7,58.4*,-1.0,0.4,102.1,3.3,8.7,-2.3

# At a glance, 2 of the compounds above:
SMILES,TLR4 MyD88 comp,Hsp70 activator,STAT3 act,Diaph inh CS,APP transl inh,Diaphorase act,STAT1 activator,G6PDH CS,STAT3 blocker,STAT1 blocker
Cc1cccc(CN2C(=O)N/C(=C/c3cc(C)n(-c4ccccn4)c3C)C2=O)c1,12.9,-0.4,113.8,13.8,-6.6,0.9,97.3,-9.5,-9.7,2.9
Fc1ccc(NC(=S)NCc2ccccn2)cc1,3.1,-0.3,94.3,3.6,-5.4,1,104.4,9.6,7.5,-4.8

# Screens: PubChem, several laboratories
